# CXCR6 inh – blocks human CXCR6 beta-arrestin recruitment | O00574 | CHO-K1 PathHunter CXCR6 beta-arrestin, luminescence | inhibition, % at 20 µM | 360,000 tested, 0.36% active | AID 602244; in the data active = inhibition above about 34%, passing the limit was not always enough;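 note: antagonist mode with CXCL16 agonist at 10 nM final; 0% = 10 nM CXCL16 with DMSO and 100% = unstimulated wells without agonist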
# CHOP UPR activ – activators of apoptotic arm of unfolded protein response (CHOP) | CHO-CHOP luciferase reporter, UPR activation, luminescence; percent of tunicamycin response over DMSO baseline | activation, % at 10 µM | AID 449763 | 330,000 tested, 0.34% active;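 active = at 10 µM dose, activation of 40% or more, normalized to positive control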;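 note: 100% = tunicamycin at 10 µg/mL and 0% = DMSO alone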
#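 System: CHO-CHOP luciferase reporter cell line | Buffer or medium: F12 medium containing 10% fetal bovine serum | Doses: One dose, 10 µM in 0.5% DMSO | Times: 6 h compound exposure at 37 °C after overnight seeding | Signal: Luciferase luminescence | Read-out: % activation vs tunicamycin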
# tim23-1 inh – inhibits growth of tim23-1 mutant yeast | S. cerevisiae tim23-1 growth, BacTiter-Glo luminescence, 24 h | inhibition, % at 20 µM | 330,000 tested, 1.3% active;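 active = growth inhibition of the mutant yeast at or above 50%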;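 note: temperature-sensitive mutant grown at 25 °C; plate controls were DMSO-treated mutant yeast for no effect and medium wells lacking yeast for full effect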
# tim10-1 inh – growth inhibitors of tim10-1 mutant yeast; S. cerevisiae tim10-1 ts strain growth, BacTiter-Glo, 24 h; inhibition, % at 20 µM; 330,000 tested, 2.2% active; AID 463190;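 active = inhibition of at least 40%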;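 note: mutant grown at 25 °C; 0% = DMSO wells with yeast and 100% = wells holding no yeast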
# APJ antagonist – APJ receptor antagonism. CHO-K1 APJ beta-arrestin complementation, luminescence. inhibition, % at 20 µM. 330,000 tested, 0.32% active;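 active = inhibition above about 40% at 20 µM, limit read from the data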;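 note: cells challenged with 10 nM apelin-13 agonist together with compound; plate controls were apelin-13 plus DMSO wells for no effect and DMSO wells lacking apelin-13 for full effect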
# Mdm2-MdmX inh – disrupts the human Mdm2-MdmX interaction; O15151+Q00987; SaOS-2 split-luciferase Mdm2/MdmX complementation, luminescence; inhibition, % at 8 µM; 330,000 tested, 3% active; AID 485346;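 active = inhibition of at least 50% at 8 µM in the primary screen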
# Target sequence (O15151 whole entry, looked up): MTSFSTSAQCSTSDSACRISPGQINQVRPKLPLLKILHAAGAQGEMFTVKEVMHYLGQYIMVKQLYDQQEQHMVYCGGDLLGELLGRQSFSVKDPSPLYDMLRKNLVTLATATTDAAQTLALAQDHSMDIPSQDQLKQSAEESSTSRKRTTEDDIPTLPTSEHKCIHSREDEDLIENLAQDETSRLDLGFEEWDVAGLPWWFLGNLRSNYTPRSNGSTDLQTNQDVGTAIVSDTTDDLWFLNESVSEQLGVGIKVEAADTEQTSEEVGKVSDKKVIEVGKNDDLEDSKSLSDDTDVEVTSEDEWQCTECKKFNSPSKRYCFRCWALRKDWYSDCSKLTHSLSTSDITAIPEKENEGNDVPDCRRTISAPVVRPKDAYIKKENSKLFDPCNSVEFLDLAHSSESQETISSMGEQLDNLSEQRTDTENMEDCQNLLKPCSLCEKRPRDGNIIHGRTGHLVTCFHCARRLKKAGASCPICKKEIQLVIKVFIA
# Target sequence (Q00987 whole entry, looked up): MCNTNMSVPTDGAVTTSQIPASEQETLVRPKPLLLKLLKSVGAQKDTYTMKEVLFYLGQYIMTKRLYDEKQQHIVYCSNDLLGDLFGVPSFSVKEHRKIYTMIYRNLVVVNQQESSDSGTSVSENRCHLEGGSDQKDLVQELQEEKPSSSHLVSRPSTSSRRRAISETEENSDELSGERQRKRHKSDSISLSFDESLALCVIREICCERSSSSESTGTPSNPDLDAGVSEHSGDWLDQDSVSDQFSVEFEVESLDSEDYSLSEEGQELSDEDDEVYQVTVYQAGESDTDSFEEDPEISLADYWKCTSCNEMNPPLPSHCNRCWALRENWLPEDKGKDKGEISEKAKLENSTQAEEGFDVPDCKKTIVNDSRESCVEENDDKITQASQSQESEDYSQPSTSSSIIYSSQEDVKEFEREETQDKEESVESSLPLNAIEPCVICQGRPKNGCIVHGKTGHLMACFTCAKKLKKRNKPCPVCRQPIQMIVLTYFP
# APJ ag – agonists of human APJ apelin receptor; P35414; CHO-K1 APJ PathHunter beta-arrestin, luminescence; 0% DMSO wells, 100% apelin; activation, % at 20 µM; 330,000 tested, 0.11% active; AID 2520;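 active = activation more than six SD over the plate average, tested at 20 µM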;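 note: 0% = DMSO alone and 100% = apelin-13 at 10 nM; some results filed as inactive read as strong as hits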
#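 Material: CHO-K1 APJ beta-arrestin complementation cell line; Input: cell density 1000 per well; Incubation: compound stimulation 90 min at 25 °C, detection 60 min; Signal: luminescence from split beta-galactosidase complementation, Galacton Star/Emerald II substrate; Controls: DMSO-only wells as negative, 10 nM Apelin-13 as positive control.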
# XBP1 UPR activ – adaptive UPR (XBP1) activation. 330,000 tested, 0.33% active. activation, % at 20 µM. CHO-XBP1 luciferase reporter, IRE1-XBP1 UPR activation, luminescence; percent of tunicamycin response, DMSO as zero. AID 463104;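 active = versus positive control, 20 µM dose yields 30% or more activation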;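 note: 100% = tunicamycin at 10 µg/mL and 0% = DMSO only wells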
#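 Assay system: IRE1-XBP1 luciferase reporter CHO line. Input: 1000 cells/well. Buffer or medium: F12 with 10% serum. Doses: 20 µM, 1% DMSO. Times: overnight seeding at 37 °C, 6 h compound treatment at 37 °C. Technique: Steady-Glo luciferase glow luminescence, 10 min after reagent addition.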
# TIM10 inh – growth inhibitors of TIM10 yeast strain. S. cerevisiae TIM10 strain growth, BacTiter-Glo luminescence, 24 h. inhibition, % at 10 µM. 330,000 tested, 1.4% active. AID 463195;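 active = inhibition of 40% or more at the single tested concentration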;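 note: wild-type TIM10 isogenic control strain grown at permissive 25 °C; 0% = DMSO yeast wells and 100% = minimal medium wells without yeast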
# Starred values were filed as active, the others as inactive; x = no result given. An excerpt; count on the stated rates, not on these rows.
# Values run as follows: CXCR6 inh, CHOP UPR activ, tim23-1 inh, tim10-1 inh, APJ antagonist, Mdm2-MdmX inh, APJ ag, XBP1 UPR activ, TIM10 inh
CC1CC(C)CN(c2ncc3c(n2)CC(c2ccccc2)CC3=O)C1 (stereo not drawn)
    17, -2.1, 35, 26, 28, 14, -5, 3, 27
Fc1ccc(-c2ccnc3nc(N4CCOCC4)nn23)cc1
    -6, 2.6, 1, 26, -6, 5, -3, -1, -5
Cc1ccc2nc3nc(NCC4CCCO4)c(C(=O)NC4CCCCC4)cc3c(=O)n2c1 (stereo not drawn)
    x, 0.6, -11, 13, 28, 6, -4, -2, 2
CN(C(=O)COC(=O)c1cc(=O)[nH]c2ccccc12)C1CCCCC1
    8, 2.4, 2, 10, 2, -1, -5, 3, 2
COc1ccc(OCCCC(=O)OC(C)C(=O)Nc2ccccc2[N+](=O)[O-])cc1 (stereo not drawn)
    -19, 1.5, 4, 8, -3, -25, -5, -4, -12
COC(=O)c1sccc1S(=O)(=O)Nc1ccc(S(N)(=O)=O)cc1
    0, 2.4, -2, 7, -6, -10, -3, 0, 9
O=C(CSc1nc(-c2ccco2)cc(C(F)(F)F)n1)N1CCN(Cc2ccccc2)CC1
    6, -1.7, 24, 28, 4, 24, 0, 0, 9
O=C(CC1CC2CCC1C2)OCC(=O)c1c[nH]c2ccccc12 (stereo not drawn)
    -3, 2.8, 52*, 42*, -8, 5, 4, 5, 35
COc1ccc(CC(=O)N2CCNC2=O)cc1
    4, -0.1, 14, -5, 7, -36, -4, 0, -2
COc1ccccc1C(=O)Nc1c2c(nn1-c1ccc(Cl)cc1)CS(=O)(=O)C2
    18, 2.7, 8, 14, -10, 2, 17, 3, 11
COc1ccc(N2CCN(C(=O)C3CCCO3)CC2)cc1 (stereo not drawn)
    2, -2.1, 5, -11, -3, -10, -5, -2, -13
COC(=O)C1(C)NC(c2ccc(O)cc2)C2C(=O)N(c3ccc4c(c3)OCCO4)C(=O)C21 (stereo not drawn)
    -30, -0.3, 13, 4, 6, 17, 6, 0, -3
COc1ccc(CCNC(=O)CC2SC(=NCc3ccccc3)NC2=O)cc1 (stereo not drawn)
    4, -1.7, 17, 19, -1, -19, -1, -2, -4
CCOc1ccccc1NC(=O)COc1ccc(S(=O)(=O)N2CCCC2)cc1
    1, -1.9, 20, 20, 6, 4, -4, 3, 12
COc1ccc(/C=N/S(=O)(=O)c2ccccc2)cc1OC
    1, -1.5, -7, 4, 15, 12, -3, -3, 10
CCc1ccc(C2N(c3ccc(OC)cc3)C(=O)C3CCCN32)cc1 (stereo not drawn)
    7, 0.3, 26, 20, 20, -4, -2, -1, 7
CCCCN(C)CCCNC(=O)c1ccc2c(c1)NC(=O)C(N1CCOCC1)S2 (stereo not drawn)
    -4, 0.8, 0, -5, 29, 16, 1, -2, -11
O=C(CN1C2=NCCCN2c2ccccc21)c1ccc([N+](=O)[O-])cc1
    6, -0.9, 13, 14, -6, -21, -10, 2, -14
O=c1cc(-c2ccccc2)cc(-c2ccccc2)n1CCCO
    5, -0.2, 25, 27, 10, 3, -1, 1, 8
C/C(=N\O)C(=O)OC1CC(C)CCC1C(C)C (stereo not drawn)
    2, -2.8, 25, 30, -8, 4, -5, 1, 19

# Reprinted from the part before: 2 entries, followed by the next part.
# Values run as follows: CXCR6 inh, CHOP UPR activ, tim23-1 inh, tim10-1 inh, APJ antagonist, Mdm2-MdmX inh, APJ ag, XBP1 UPR activ, TIM10 inh
O=c1cc(-c2ccccc2)cc(-c2ccccc2)n1CCCO
    5, -0.2, 25, 27, 10, 3, -1, 1, 8
C/C(=N\O)C(=O)OC1CC(C)CCC1C(C)C (stereo not drawn)
    2, -2.8, 25, 30, -8, 4, -5, 1, 19
Cc1ccccc1NC(=O)c1c([N+](=O)[O-])c(C(C)(C)C)nn1C
    11, -0.1, 28, 14, 29, 6, 0, 1, 22
C/C(=N\Nc1ccc([N+](=O)[O-])cc1[N+](=O)[O-])c1cc2c(ccc3ccccc32)oc1=O
    x, 1.7, 6, -12, -21, 0, 2, -2, -1
CC(C)CC(=O)Nc1c(C(=O)N2CCN(Cc3ccccc3)CC2)oc2ccccc12
    12, -0.6, 32, 29, 7, 23, -4, -6, 22
Cn1c(=O)n(C)c2cc(NC(=O)COc3ccc(Cl)cc3)ccc21
    -10, 0.8, 8, 20, -4, 29, -4, -3, -2
Cc1ccc(OCc2ccc(Br)cc2)c([N+](=O)[O-])n1
    x, 4.0, 45, 25, 7, -156, -3, 1, 21
COc1ccc(OCCC(=O)N2CCOCC2)cc1
    -4, 0.2, 5, 3, 19, 8, 0, 1, -5
COc1cccc(C2=CC(c3ccc(N(C)C)cc3)n3ncnc3N2)c1 (stereo not drawn)
    x, 5.0, 28, 39, -3, 17, -5, 0, 9
CN(Cc1cccnc1)C(=O)Cc1ccc(NS(=O)(=O)c2cccc(C(F)(F)F)c2)cc1
    5, 3.5, 24, 10, 2, -6, 1, 4, -6
Cn1c(CCCOc2ccc(Cl)cc2Cl)nnc1SCC(=O)Nc1ccc(F)c(Cl)c1
    -22, 3.7, -17, -3, -2, 16, -2, -2, 1
CC12CC3CC(C)(C1)CC(NCc1ccncc1)(C3)C2
    1, 1.8, -13, 10, -1, 15, -3, -1, 6
COC(=O)C1(CC2CC(c3ccc(Cl)cc3)=NO2)CCN(C(=O)OC(C)(C)C)CC1 (stereo not drawn)
    -9, 0.0, 2, 31, -9, 23, -1, 1, -6
CCc1nnc(NC(=O)CCC(=O)Nc2ccc(OC)cc2OC)s1
    2, -0.3, 9, 11, 17, 15, -2, -3, 17
Cc1c(C)c2c(OCC(=O)Nc3cccnc3)cc3c(c2oc1=O)CCC(C)(C)O3
    4, 0.4, 1, 2, -61, 24, -2, -3, 0
O=C(c1ccc(OC2CCN(CCc3ccccc3)CC2)cc1)N1CCCC(CO)C1 (stereo not drawn)
    9, 0.3, 0, 15, 4, 24, -3, -3, -11
COc1ccc(-c2ccnc3ncnn23)cc1
    5, 0.1, 13, 5, 4, 13, -3, -3, -7
O=C(CN1CCOCC1)NN=C1CCCCCCCCCCC1
    -6, -1.7, 2, 2, 16, 15, 0, 0, -4
CN(CC(=O)NNC(=O)CNC(=O)c1cccs1)S(=O)(=O)c1ccc(Cl)cc1
    -3, -0.6, -13, 2, -12, 19, -4, -3, -13
Cc1cccc(CCN(CC(=O)NCc2ccc(F)cc2)C(=O)c2csnn2)c1
    0, 1.3, 17, 11, -6, -9, 0, 3, 18
COc1cc(C2CC(=O)C=C(O)C2)cc(OC)c1OC (stereo not drawn)
    -1, 1.9, -2, 12, 6, 18, 0, 2, 5
Cc1cc(N(CN2CCCC2=O)C(=O)c2ccc(OC(C)C)cc2)no1
    3, 0.2, 25, 1, -5, -5, 0, 1, -14

# A second format for part of the listing above:
CN(CC(=O)NNC(=O)CNC(=O)c1cccs1)S(=O)(=O)c1ccc(Cl)cc1
  CXCR6 inh: -3; CHOP UPR activ: -0.6; tim23-1 inh: -13; tim10-1 inh: 2; APJ antagonist: -12; Mdm2-MdmX inh: 19; APJ ag: -4; XBP1 UPR activ: -3; TIM10 inh: -13
CC1CC(C)CN(c2ncc3c(n2)CC(c2ccccc2)CC3=O)C1 (stereo not drawn)
  CXCR6 inh: 17; CHOP UPR activ: -2.1; tim23-1 inh: 35; tim10-1 inh: 26; APJ antagonist: 28; Mdm2-MdmX inh: 14; APJ ag: -5; XBP1 UPR activ: 3; TIM10 inh: 27
CCCCN(C)CCCNC(=O)c1ccc2c(c1)NC(=O)C(N1CCOCC1)S2 (stereo not drawn)
  CXCR6 inh: -4; CHOP UPR activ: 0.8; tim23-1 inh: 0; tim10-1 inh: -5; APJ antagonist: 29; Mdm2-MdmX inh: 16; APJ ag: 1; XBP1 UPR activ: -2; TIM10 inh: -11

# Next section
# Values run as follows: CXCR6 inh, CHOP UPR activ, tim23-1 inh, tim10-1 inh, APJ antagonist, Mdm2-MdmX inh, APJ ag, XBP1 UPR activ, TIM10 inh
O=C(OCCN(CCOC(=O)c1ccncc1)S(=O)(=O)c1cccs1)c1ccncc1
    0, 0.2, -13, 10, -4, 0, -3, 2, -4
CCC(C(=O)NC1CCCC1)N(C(=O)c1snc(C(N)=O)c1N)c1ccc(C)cc1C (stereo not drawn)
    6, -1.0, 16, 15, -18, -18, 3, -4, -2
CCOC(=O)C1C(=O)NC(c2ccccc2)=NC1c1ccc(O)c(OC)c1 (stereo not drawn)
    0, -1.5, 9, 15, -1, 6, -3, -3, 11
O=C(c1cc(-c2cccnc2)nc2ccc(Cl)cc12)N1CCN(S(=O)(=O)c2cccs2)CC1
    4, 2.1, 25, 21, -18, 37, 7, -2, 10
CCOc1ccccc1-c1nc2c(C(C)(C)C)nn(C)c2c(=O)[nH]1
    x, 1.6, 5, -3, -4, 0, 4, -1, -7
Cc1ccccc1C(=O)NC(C)C(c1cccs1)N1CCOCC1 (stereo not drawn)
    1, 0.8, 7, 10, 12, -28, -2, 0, -1
Cc1ccc(N(C(=O)C(F)(F)F)C(C(=O)NC2CCCCC2)c2ccncc2)cc1C (stereo not drawn)
    -1, -0.2, 3, 11, 7, 2, -4, -1, 9
CCCC(c1nnnn1Cc1ccc(OC)cc1)N1CCN(c2ccccc2OC)CC1 (stereo not drawn)
    7, 0.0, 18, 18, 1, 23, -3, -3, 15
O=C1CC(N2CCC(c3nc4ccccc4o3)CC2)C(=O)N1Cc1cccs1 (stereo not drawn)
    -4, 0.8, 6, 8, 14, -18, -2, -2, 9
CC(=O)c1ccc(NC(=S)N2CCCCCC2)cc1
    0, 2.2, 1, -5, -22, -12, -3, -8, -4
O=C(Nc1nc2c(s1)CCCC2)c1nn(Cc2ccccc2)c(=O)c2ccccc12
    3, 1.0, -7, 8, -2, 23, -2, 2, 17
COc1ccc(CCNS(=O)(=O)c2ccc3c(c2)CC(C)N3C(C)=O)cc1OC (stereo not drawn)
    -9, -1.2, 22, 14, -17, -15, 1, -1, 0
CCC(C)NS(=O)(=O)c1ccc(NC(=O)C2CCCO2)cc1 (stereo not drawn)
    9, -1.8, 12, 14, -53, -7, 0, 0, 9
COc1ccc(OC)c(NC(=O)COC(=O)CCCN2C(=O)c3ccccc3C2=O)c1
    -4, 2.5, 22, -2, 14, -6, 0, -3, -7
Clc1cccc(Cl)c1/C=C/c1ccn[nH]1
    -3, 2.2, 39, 55*, -27, 33, -4, 4, 18
CCOC(=O)C1CCN(c2cc3c(cc2NC(=O)c2ccccc2Cl)n(C)c(=O)n3C)CC1
    4, 4.2, 33, 49*, -22, 18, -2, -1, 3

# High-throughput results deposited in PubChem BioAssay by Sanford-Burnham Center for Chemical Genomics.
